Compound activity as filed in PubChem BioAssay.
TRPC4 agonist: TRPC4 (mouse) channel activation; Q9QUQ5; HEK293 TRPC4beta/mu-opioid, Fluo4 calcium fluorescence; hits give high values; B-score at 10 µM; 310,000 compounds, 0.49% hits;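 active = B-score above 5 SD of library B-scores, and initial fluorescence ratio not above library mean plus 5 SD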;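 note: positive B-score marks a calcium rise read as TRPC4 activation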
Target sequence (Q9QUQ5 whole entry, looked up): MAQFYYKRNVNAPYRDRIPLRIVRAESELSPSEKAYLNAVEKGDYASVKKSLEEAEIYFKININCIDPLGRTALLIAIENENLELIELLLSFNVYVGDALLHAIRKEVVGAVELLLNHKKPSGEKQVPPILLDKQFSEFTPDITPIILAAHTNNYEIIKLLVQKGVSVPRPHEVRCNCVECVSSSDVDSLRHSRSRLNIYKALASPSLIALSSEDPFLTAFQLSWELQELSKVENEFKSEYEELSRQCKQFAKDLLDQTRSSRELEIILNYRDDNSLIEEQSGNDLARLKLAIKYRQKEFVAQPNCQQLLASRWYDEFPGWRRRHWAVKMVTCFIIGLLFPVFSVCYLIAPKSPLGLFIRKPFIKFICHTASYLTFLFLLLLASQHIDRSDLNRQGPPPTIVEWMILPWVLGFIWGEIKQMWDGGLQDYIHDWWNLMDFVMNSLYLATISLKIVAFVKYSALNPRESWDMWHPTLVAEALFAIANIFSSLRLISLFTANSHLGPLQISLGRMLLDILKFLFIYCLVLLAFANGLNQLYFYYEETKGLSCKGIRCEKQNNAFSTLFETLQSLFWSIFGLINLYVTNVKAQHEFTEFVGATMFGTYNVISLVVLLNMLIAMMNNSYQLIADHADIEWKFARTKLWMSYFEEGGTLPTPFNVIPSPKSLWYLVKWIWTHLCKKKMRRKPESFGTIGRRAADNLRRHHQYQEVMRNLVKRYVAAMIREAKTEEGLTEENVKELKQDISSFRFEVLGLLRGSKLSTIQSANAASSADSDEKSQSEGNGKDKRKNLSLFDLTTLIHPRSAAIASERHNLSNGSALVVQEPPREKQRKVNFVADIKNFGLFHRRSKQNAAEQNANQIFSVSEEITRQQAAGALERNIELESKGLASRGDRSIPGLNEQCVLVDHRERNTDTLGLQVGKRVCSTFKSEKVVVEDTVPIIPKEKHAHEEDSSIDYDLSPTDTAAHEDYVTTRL
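Assay system: HEK293 stable line with TRPC4beta plus mu-opioid receptor. Times: dye 45 min RT, read 110 s. Measured by: kinetic Fluo4 calcium fluorescence. Measure: B score of integrated ratio. Controls: assay buffer as low control, maximal DAMGO as high control.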
IEC-6 cytotox: counter-screen for KLF5 inhibitors: cytotoxicity in IEC-6 cells; IEC-6 cytotoxicity, luminescence viability; inhibition, % at 5 µM; 290,000 compounds, 0.78% hits; AID 1825; in the data active = inhibition above about 22%;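 note: 0% = plate median of test compound wells and 100% = cytotoxic reference compound wells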
TRPC6 act: mouse TRPC6 channel activation | Q61143 | HEK293-TRPC6 membrane potential dye fluorescence; hits give high values | 310,000 compounds, 0.13% hits | AID 2550 | B-score at 10 µM;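 active = B-score of the integrated fluorescence ratio above library mean plus 3 SD, and starting fluorescence ratio within library mean plus 5 SD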;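 note: higher score means more depolarization so channel activation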
MrgX1 antag: antagonists of human MrgX1 receptor | Q96LB2 | MRGX1-HEK293 calcium flux, Fluo-4, BAM8-22 antagonism; hits give low values | B-score at 10 µM | 310,000 compounds, 1.3% hits;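 active = calcium-response B-score plate-corrected more than 3 library SD below zero, starting fluorescence within 5 deviations, no agonist response on first addition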;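 note: peak minus trough fluorescence over baseline after final BAM8-22 challenge near maximal dose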
aSyn UTR inh: 5' untranslated region of α-synuclein, MLPCN primary screen | inhibition, % (tested at 7.5 µM) | 300,000 compounds, 0.82% hits | alpha-synuclein 5'UTR reporter, inhibitor activity | AID 1813; in the data active = inhibition above about 60%;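 note: H4 neuroglioblastoma cells stably carrying SNCA 5'UTR luciferase fusion; 0% = DMSO wells and 100% = positive control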
TRPC6 inhibitor: inhibitors of mouse TRPC6 channel; HEK293-TRPC6, membrane potential dye, ACh-evoked depolarization; hits give low values; B-score at 10 µM; Q61143; AID 2553; 310,000 compounds, 1.1% hits;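 active = B-score under library mean minus 3 SD, initial fluorescence not abnormally high, positive integrated signal ratio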;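 note: B-score derived from integrated fluorescence ratio over the kinetic read; more negative B-score means stronger inhibition of depolarization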
TRPC4 inh: blocks the mouse TRPC4 cation channel; Q9QUQ5; HEK293 TRPC4beta/mu-opioid, DAMGO-evoked Fluo4 calcium flux; hits give low values; B-score at 10 µM; 300,000 compounds, 0.39% hits; AID 2247;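 active = B-score over 3 SD under the library average, no early fluorescence shift, positive overall ratio signal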
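Assay system: HEK293 cells with stable TRPC4beta plus mu-opioid receptor expression; Probe or stimulus: DAMGO in two steps, submaximal then maximal; Dosing: single-point compound dosing; Measured by: Fluo4 calcium-dye fluorescence, kinetic read; Read-out basis: B score from integrated Fluo4 fluorescence ratio.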
KLF5 inh: suppresses KLF5 promoter-driven expression; DLD-1 KLF5 promoter-luciferase reporter, luminescence; inhibition, % at 5 µM; 290,000 compounds, 0.23% hits; AID 1700;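 active = inhibition above a per-plate limit of that plate's mean compound inhibition plus 3 SD, cut at about 60% in these data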;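 note: 0% = DMSO wells and 100% = LY294002 at 200 µM; higher means less KLF5 promoter-driven luciferase light; inactives centre near -14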
HIF act: HIF pathway transcriptional activation; U2OS HRE-luciferase reporter, luminescence; normalized: DMSO 0%, desferrioxamine 100%; activation, % at 7.5 µM (by protocol); 300,000 compounds, 0.32% hits;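 active = mean activation of at least 10% of the iron chelator positive control signal, with at least half of replicates also reaching 10%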
SKKanGAS inh: inhibitors of SKKanGAS S. pyogenes growth in kanamycin (SK-promoter or general growth effect); BacTiter-Glo, 6 h; inhibition, % at 7.5 µM; 300,000 compounds, 1.3% hits;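 active = mean replicate score, as percent of positive control median, at least 50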;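 note: strain carries kanamycin resistance gene driven by streptokinase promoter and grows in 40 µg/ml kanamycin; loss of luminescence reflects streptokinase promoter inhibition or plain growth inhibition; 0% = median of DMSO wells and 100% = positive control at its reference dose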
TRPC4 PAM: allosteric potentiators of mouse TRPC4 channel. Q9QUQ5. HEK293 TRPC4beta/mu-opioid, DAMGO EC20, Fluo-4 Ca2+ flux; hits give high values. B-score at 10 µM. 310,000 compounds, 0.42% hits. AID 2227;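 active = B-score of calcium response area above 5 SD of library B-scores, with initial fluorescence ratio within 5 SD of library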;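 note: B-score of integrated fluorescence ratio over time as area under calcium response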
Numbers without * were called inactive; i = inactive; . = no result given.

SMILES	TRPC4 agonist	IEC-6 cytotox	TRPC6 act	MrgX1 antag	aSyn UTR inh	TRPC6 inhibitor	TRPC4 inh	KLF5 inh	HIF act	SKKanGAS inh	TRPC4 PAM
CCCNCc1cc(OC)c(OCCC)cc1Cl	i	-2	i	i	25	i	i	7	1.1	-4	i
Cc1ccccc1NC(=O)CCC(=O)N/N=C/c1cccnc1	i	-5	i	i	15	i	i	-25	0.0	0	i
O=C(NCC1CCCO1)c1ccc(CS(=O)(=O)c2ccc(Cl)cc2)o1 (stereo not drawn)	i	4	i	i	-1	i	i	-4	-0.4	-8	i
CCCCOc1ccc(N2C(=O)CC(NCCc3ccc(S(N)(=O)=O)cc3)C2=O)cc1 (stereo not drawn)	i	3	i	i	9	i	i	-18	-0.1	2	i
CC(C)CC(=O)NC(=S)Nc1ccc(Cl)cn1	i	-2	i	i	-68	i	i	-93	2.8	-11	i
O=C(N=C1SC2CS(=O)(=O)CC2N1c1ccc(Br)cc1Cl)C1CC1 (stereo not drawn)	i	-1	i	i	0	i	i	-14	0.2	-6	i
COc1ccc(Cl)cc1-c1csc(N)n1	i	-3	i	i	3	i	i	-10	-0.4	-19	i
CCCCCCCC(=O)NNC(=O)c1c(O)c2ccccc2[nH]c1=O	i	-4	i	i	-20	i	i	-20	-0.4	31	i
CCCN(CCC)C(=O)c1oc2ccccc2c1NC(=O)Cc1cccc(OC)c1	i	-4	i	i	7	i	i	-11	-0.7	9	i
CCN1C(=O)/C(=C/C=C2/Sc3ccccc3N2CCO)SC1=S	i	6	i	i	18	i	i	-6	-1.2	10	i
Cc1nc(SCC(=O)Nc2ccc(N3CCOCC3)cc2)nc(C)c1C	i	7	i	i	3	i	i	4	-0.2	-2	i
C/C(=N\Nc1ccccc1[N+](=O)[O-])c1ccc(N2CCOCC2)cc1	i	1	i	i	-82	i	i	-29	1.2	-3	i

Brought forward from above: 4 compounds, followed by the next part.
SMILES	TRPC4 agonist	IEC-6 cytotox	TRPC6 act	MrgX1 antag	aSyn UTR inh	TRPC6 inhibitor	TRPC4 inh	KLF5 inh	HIF act	SKKanGAS inh	TRPC4 PAM
CCCN(CCC)C(=O)c1oc2ccccc2c1NC(=O)Cc1cccc(OC)c1	i	-4	i	i	7	i	i	-11	-0.7	9	i
CCN1C(=O)/C(=C/C=C2/Sc3ccccc3N2CCO)SC1=S	i	6	i	i	18	i	i	-6	-1.2	10	i
Cc1nc(SCC(=O)Nc2ccc(N3CCOCC3)cc2)nc(C)c1C	i	7	i	i	3	i	i	4	-0.2	-2	i
C/C(=N\Nc1ccccc1[N+](=O)[O-])c1ccc(N2CCOCC2)cc1	i	1	i	i	-82	i	i	-29	1.2	-3	i
O=C(CN1CCc2ccccc21)NC(c1ccccc1)c1ccccc1	i	6	i	i	-35	i	i	-1	0.7	17	i
O=C(N/N=C/c1cc([N+](=O)[O-])ccc1O)c1cccc(N2CCCC2=O)c1	i	6	i	i	13	i	i	23	1.7	55*	i
N#CCCn1cc(C=C(C#N)C#N)c(-c2ccc(-c3ccccc3)cc2)n1	i	1	i	i	-45	i	i	-14	1.0	7	i
CCCCOc1ccc(-c2ncc(Cl)cn2)cc1	i	-8	i	i	-89	i	i	-33	1.7	-4	i
Nc1c2c(nc3ccccc13)CCCC2	i	-3	i	i	-16	-5.3*	i	-8	0.1	0	i
O=C(O)CCN1C(=O)c2ccc(NC(=O)c3cccs3)cc2C1=O	i	1	i	i	19	i	i	-23	0.0	2	i
CC(Nc1nc(-c2cccc(Br)c2)cs1)c1nc2cc(Cl)c(N3CCCCC3)cc2n1CCOCCO (stereo not drawn)	i	-1	i	i	-10	i	i	3	-0.5	38	i
COc1ccc(N(C(C)C(=O)N/N=C/c2ccc(OCC(C)C)cc2)S(C)(=O)=O)cc1 (stereo not drawn)	i	-7	i	i	0	i	i	-5	-0.7	11	i
CCCc1cc(=O)[nH]c(SCC(=O)c2c(N)n(CC(C)C)c(=O)n(C)c2=O)n1	i	.	i	i	88*	i	i	.	0.0	5	i
Cc1cc2oc(=O)cc(CN3CCC(C)CC3)c2cc1C	i	2	i	i	-82	i	i	-27	0.3	0	i
COC(=O)c1ccc(NC(=O)Nc2ccc(F)c(Cl)c2)cc1	i	6	i	i	-44	i	i	-30	1.9	-5	i
CSc1nc(C)c2cc(C)oc2n1	i	7	i	i	-15	i	i	-24	-0.1	0	i
Cc1ccc(OCC(=O)Nc2ccon2)c([N+](=O)[O-])c1	i	7	i	i	-91	i	i	-109	3.2	-9	i
COC(=O)C1=NN(C(=O)c2ccc(C)cc2)C(O)(c2ccc(Cl)cc2)C1 (stereo not drawn)	102*	-3	34*	i	-10	-6.6*	i	0	-0.2	2	i
COc1ccc(-c2nnn(CC(=O)N(CCN3CCOCC3)C(C(=O)NC3CCCC3)c3ccco3)n2)cc1 (stereo not drawn)	i	0	i	i	4	i	i	-2	-0.2	-5	i
O=C(NCC1CCCO1)C1CCCN(c2ncccn2)C1 (stereo not drawn)	i	0	i	i	8	i	i	-11	-0.2	-3	i
COc1ccc(-c2c[n+](CC(=O)c3cccs3)c3n2CCC3)cc1	i	2	i	i	-11	i	i	-8	-0.3	0	i
O=C(O)C(Cc1cc(Cl)ccc1Cl)Sc1nc2ccccc2[nH]1 (stereo not drawn)	i	2	i	i	-6	i	i	-2	-0.1	11	i
CCCCCCn1c(SCC(C)C)nc2c1c(=O)[nH]c(=O)n2C	i	-3	i	i	51	i	i	-10	-0.1	16	i
CC(C)[C@H](CO)N(Cc1cccc(F)c1)c1nc(Nc2cccc(Cl)c2)c2ncn(C(C)C)c2n1	i	.	i	i	22	i	i	.	0.7	36	i
COc1ccccc1S(=O)(=O)Cc1ccc(C(=O)NCCN2CCCCCC2)o1	i	0	i	i	13	i	i	-1	-0.5	-10	i
COc1cc(OC)cc(-n2nc(C(=O)N3CC(C)CC(C)C3)c3ccccc3c2=O)c1 (stereo not drawn)	i	-1	i	i	15	i	i	-22	0.5	.	i
COCC(=O)Nc1nnc(SCC(=O)N2CCCCC2)s1	i	-6	i	i	-6	i	i	-31	1.2	-5	i
O=C(/C=C/c1ccccc1[N+](=O)[O-])NCC1CCCO1 (stereo not drawn)	i	3	i	i	-19	i	i	-18	0.1	5	i
Cc1ccccc1NC(=O)C1CCCN1C(=O)NC1CCCCC1 (stereo not drawn)	i	-6	i	i	-28	i	i	-1	-0.2	-5	i
Cc1cc(=O)[nH]c2c1c(C)nn2-c1ccccc1	i	-4	i	i	17	i	i	16	0.1	-4	i
O=c1[nH]cnc2c1cnn2Cc1ccccc1Cl	i	-6	i	i	6	i	i	-28	-3.7	-2	i
COc1ccc(-c2nc(C(=O)O)cs2)cc1OC	i	5	i	i	27	i	i	-10	-1.1	14	i
COc1ccc(-c2cc(C(=O)O)c(C)o2)cc1OC	i	0	i	i	18	i	i	-35	-3.2	-10	i
Cc1cccc(NC(=O)Cn2cnc3ccccc3c2=O)c1C	i	6	i	i	-12	i	i	1	-0.2	-19	i
COCCN1C(=O)/C(=C/c2ccc(N3CCCC3)cc2)SC1=S	i	0	i	-12*	-85	i	i	-1	-0.4	.	i
O=C(NC1CCS(=O)(=O)C1)OC1CCCCC1 (stereo not drawn)	i	0	i	i	-1	i	i	-36	0.0	-3	i
Cc1ccc(-n2ncc3c(NNC(=O)c4ccco4)ncnc32)c(C)c1	i	8	i	i	-32	i	i	1	1.6	-1	i
CCn1ccnc1CNC(=O)c1ccc(OC2CCN(C(=O)COC)CC2)cc1	i	0	i	i	-20	i	i	-29	0.0	-3	i
C[C@@H]1NC(=O)N(CCCn2ccnc2)C1=O	i	-5	i	i	6	i	i	-29	-1.5	2	i
CC1CCN(C(=O)Cn2cc3c(n2)CCCC3)CC1	i	-4	i	i	-21	i	i	3	0.3	-2	i
N#Cc1c(SC(C(=O)O)c2ccccc2)nc2c(c1-c1cccs1)CCCC2 (stereo not drawn)	i	-1	i	i	-2	i	i	-17	0.1	21	i
Cc1cc(C)cc(NC(=O)c2cccc(C(=O)Nc3cc(C)cc(C)c3)n2)c1	i	0	i	i	-15	i	i	-12	-1.1	4	i
O=C(NCCC1=CCCCC1)C1CCCN(c2nc3ccccc3o2)C1 (stereo not drawn)	i	5	i	i	10	i	i	-7	-0.5	2	i
COc1cccc(C2CC(c3ccc(C)cc3)n3nc(N)nc3N2)c1 (stereo not drawn)	i	2	i	i	14	i	i	18	-0.3	5	i
c1ccc(Nc2nc(-c3cccs3)cs2)nc1	i	9	i	i	-165	i	i	-135	1.3	-2	i
Cc1ccc(Nc2nnc(SCC(=O)Nc3ccccc3[N+](=O)[O-])s2)cc1	i	-2	i	i	-13	i	i	-16	0.8	-7	i
O=C(Nc1cc([N+](=O)[O-])ccc1Cl)c1cccnc1	i	-5	i	i	-13	i	i	-30	-1.4	6	i
CC(C)C(c1nnnn1Cc1ccco1)N1CCC(C(N)=O)CC1 (stereo not drawn)	i	-8	i	i	-7	i	i	-44	0.5	1	i
CCCc1cc(-c2n[nH]c(C)c2-c2ccc(C(=O)OCC)o2)c(O)cc1O	i	-1	i	i	-4	i	i	-14	0.3	1	i
CC(C)(C)C(=O)NCCCNc1ccc([N+](=O)[O-])cc1	i	-4	i	i	-33	i	i	-27	0.1	-9	i
CCOC(=O)CC(c1ccc([N+](=O)[O-])cc1)n1c(C)ccc1C (stereo not drawn)	i	2	i	i	18	i	i	-22	-0.3	1	i
O=C(NCC1CCCO1)c1ccc(Cl)c(F)c1F (stereo not drawn)	i	-9	i	i	-37	i	i	-3	-15	9	i
CCN1C=C(Cc2ccc(OC)cc2)C2=C(C1)C(c1ccc(OC)cc1)C(C#N)=C(N)O2 (stereo not drawn)	i	-2	i	i	-9	i	i	-21	-0.6	7	i
CC1=C(C(=O)Nc2ccc(F)c(F)c2)C(c2cccs2)NC(=S)N1 (stereo not drawn)	i	3	i	i	-13	i	i	-8	-0.2	2	i
